From PubChem
Cneo AK release: causes C. neoformans cell lysis; 0.2% of 360,000 active; adenylate kinase release luminescence, 4 h; normalised: neutral wells 0, clomiphene wells 100; lysis activity, % at 15 µM;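 active means mean lysis activity across replicates of at least 80%, whatever share of replicates individually reach that level; inactive means mean lysis activity below 80%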
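Assay system: log-phase C. neoformans yeast / Quantity: yeast cell density of 5 × 10^6 cells/mL / Medium: fresh YPD growth medium / Compound: single dose / Timing: static 4 h at 37 °C with compound, 1 h detection / Measured by: adenylate kinase release luminescence / Read-out: lysis from increased AK signal / Benchmarks: Clomiphene as positive lysis control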
PGC1a acetyl inh: PGC1a acetylation modulation, inhibitor mode; U2OS PGC1a acetylation, AlphaScreen anti-acetyl-lysine; with virally co-expressed GCN5 acetyltransferase; inhibition, % at 15.6 µM; 0.17% of 350,000 active; AID 651687;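 active means every replicate shows inhibition of at least 40%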;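 further: 0% = neutral control wells and 100% = positive control wells; some results beyond the cut were filed as inactive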
C2C12 statin: suppressors of simvastatin-induced myotoxicity in C2C12 myotubes | ATP luminescence, 48 h; scaled: DMSO 0, geranylgeraniol control 100 | rescue of ATP level, % at 7.49 µM | AID 602340 | 0.78% of 330,000 active;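 active means mean ATP rescue above about 67%, or every replicate alone reaching that limit, limit read from the data, passing the limit was not always enough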;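 further: myotubes were challenged with 10 µM simvastatin during compound exposure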
LGR2 inh: inhibitors of bursicon-induced Drosophila LGR2 receptor cAMP signaling | HEK293 LGR2, CRE-luciferase, bursicon-stimulated, 4 h | inhibition, % at 9.99 µM | 0.35% of 380,000 active | AID 720647;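 active means drop in luminescence signal, shown as inhibition above about 50% in the replicate tests, limit read from the data, passing the limit was not always enough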;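 further: agonist challenge used bursicon conditioned medium at about half maximal strength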
PAX8 reporter: PAX8 transcriptional activity inhibition; RMG-I TPO-luciferase reporter, SteadyGlo, 24 h; 1.2% of 360,000 active; AID 652154; inhibition, % at 12.6 µM;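 active means mean replicate inhibition at least 60% with every replicate also reaching 60%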;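 further: luciferase light reporting Pax8 driven TPO promoter activity; plate controls were median of neutral control wells for no effect and mitoxantrone controls for full effect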
ARNT-TACC3 inh: ARNT/TACC3 interaction disruption; inhibition, % at 9.99 µM; 0.66% of 390,000 active; AlphaScreen His-ARNT PAS-B/GST-TACC3 binding, luminescence; TACC3 fragment carries E629A point mutation; Q9Y6A5;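 active means mean inhibition of replicates at least 50% and at least half of replicates each reaching 50%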;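 further: 0% = complete ARNT plus TACC3 wells and 100% = ARNT alone without TACC3; many hits fall short of the cut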
PglD inh: blocks C. jejuni PglD acetyltransferase activity | purified PglD enzyme, DTNB colorimetric CoA detection | inhibition, % at 12.5 µM | 0.098% of 360,000 active; in the data active means inhibition above about 16%, passing the limit was not always enough; further: strong numbers were not always called active
INS-1E GSIS act: primary screen for activators of insulin secretion dependent on glucose, INS-1E cells, GLuc reporter luminescence | AID 743287 | INS-1E GLuc reporter insulin secretion, 2-3 h | activation, % at 16.6 µM | 0.61% of 370,000 active;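 active means lowest replicate activation of at least 40%, so every replicate reaches that level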;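 further: 0% = median of neutral control wells and 100% = median of IBMX positive control wells; some compounds called inactive have numbers as strong as hits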
Starred values were filed as active, the others as inactive; . = not tested or not shown.

Letters – A = Cneo AK release; B = PGC1a acetyl inh; C = C2C12 statin; D = LGR2 inh; E = PAX8 reporter; F = ARNT-TACC3 inh; G = PglD inh; H = INS-1E GSIS act
Compound: CN(C)c1cc(N)c2ccccc2n1 (tested in a mixture with another compound)
  A: 0; B: 13; C: -1; D: .; E: 7; F: .; G: 0; H: .
Compound: O=C(N[C@H]1CC[C@H](CC(=O)N2CCN(c3ccccc3)CC2)O[C@@H]1CO)c1ccncc1
  A: -2; B: -5; C: -1; D: -8; E: -8; F: -5; G: 3; H: 17
Compound: CCCCNC(=O)CCn1c(=O)c2ccccc2n(CC(=O)Nc2ccccc2OCC)c1=O
  A: 3; B: -4; C: 4; D: 16; E: .; F: -8; G: -2; H: -13
Compound: COc1ccc(-n2nc(C(=O)O)cc2-c2ccccc2)cc1
  A: -1; B: .; C: 11; D: -5; E: 4; F: 0; G: 9; H: -9
Compound: CCC1=NN(C(=O)C(=O)Nc2ccc(OC)cc2)C(O)(C(F)(F)F)C1 (stereo not given)
  A: 4; B: -5; C: 19; D: -9; E: .; F: 2; G: 1; H: -23
Compound: O=C(OCC(=O)N1CCCCC1)c1cccc(NS(=O)(=O)c2ccccc2)c1
  A: -3; B: 2; C: 4; D: -2; E: -8; F: -1; G: 2; H: 7
Compound: COc1ccc(OC)c(S(=O)(=O)N2CCN(C)CC2)c1
  A: 2; B: -2; C: -9; D: .; E: .; F: -7; G: -1; H: .
Compound: Cc1nnc(SCCn2c(N3CCCCCC3)nc3c2c(=O)[nH]c(=O)n3C)s1
  A: 15; B: -1; C: -1; D: .; E: 15; F: -5; G: 3; H: -5
Compound: O=C(Nc1ccc(C(F)(F)F)cc1)C1=NN(C2CCS(=O)(=O)C2)C(=O)CC1 (stereo not given)
  A: 1; B: -2; C: 8; D: 3; E: -13; F: -14; G: 2; H: -1
Compound: COc1ccc(S(=O)(=O)N2C[C@H](O)COC[C@H]3O[C@@H](CC(=O)N(C)C)CC[C@@H]32)cc1
  A: 0; B: 2; C: -12; D: -5; E: 0; F: -1; G: -3; H: 8

Other records:
Letters – A = Cneo AK release; B = PGC1a acetyl inh; C = C2C12 statin; D = LGR2 inh; E = PAX8 reporter; F = ARNT-TACC3 inh; G = PglD inh; H = INS-1E GSIS act
Compound: CCn1c(CNc2ccc(Cl)cc2)nnc1SCC(=O)OC1CCCCC1
  A: 5; B: -6; C: .; D: .; E: .; F: -6; G: -5; H: .
Compound: COCCNC(=O)c1cn(CCOC)c(=O)c2c1c1ccccc1n2C
  A: -5; B: 9; C: 0; D: 16; E: -4; F: -7; G: 1; H: 0
Compound: C[C@@H]1CCCCO[C@H](CN(C)C(=O)CCC(F)(F)F)[C@H](C)CN([C@H](C)CO)C(=O)c2cc(NC(=O)Cc3ccccc3)ccc2O1
  A: -7; B: -1; C: .; D: 3; E: 6; F: -10; G: 5; H: -17
Compound: Cc1nn(-c2ccccc2)c(Cl)c1C(=O)N(C)CC(=O)Nc1cccc(F)c1
  A: .; B: .; C: .; D: -20; E: 23; F: -7; G: .; H: -6
Compound: O=C(Nc1ccc2c(c1)C(=O)OC2)Nc1cccc2ccccc12
  A: .; B: -4; C: .; D: -2; E: 14; F: -4; G: .; H: -8
Compound: COc1cccc(NC(=O)N(C)C[C@H]2Oc3cc(C#Cc4ccc(F)cc4)ccc3S(=O)(=O)N([C@@H](C)CO)C[C@@H]2C)c1
  A: 1; B: 10; C: -13; D: -4; E: .; F: -4; G: 4; H: -5
Compound: CCOC(=O)C1(CCOc2ccccc2)CCN(Cc2ccc(C(=O)OC)cc2)CC1
  A: -1; B: -11; C: 1; D: 6; E: -7; F: -2; G: 3; H: -34
Compound: C[C@H]1CN([C@@H](C)CO)C(=O)CCCn2cc(nn2)CO[C@H]1CN(C)CC1CCCC1
  A: 1; B: -5; C: 3; D: 15; E: -1; F: -6; G: 2; H: 14
Compound: C[C@@H]1CN([C@@H](C)CO)C(=O)c2cc(NC(=O)Cc3cn(C)c4ccccc34)ccc2O[C@H]1CN(C)S(=O)(=O)c1ccc(Cl)cc1
  A: 0; B: 2; C: 30; D: .; E: -7; F: 8; G: -2; H: 2
Compound: COc1ccc(S(=O)(=O)N(C)C[C@H]2OCCCC[C@@H](C)Oc3ccc(NC(=O)Nc4ccc(F)cc4)cc3C(=O)N([C@@H](C)CO)C[C@H]2C)cc1
  A: 7; B: -12; C: 11; D: 4; E: 49; F: 2; G: -3; H: -10

Eleven consecutive compounds out of the list so far:
Letters – A = Cneo AK release; B = PGC1a acetyl inh; C = C2C12 statin; D = LGR2 inh; E = PAX8 reporter; F = ARNT-TACC3 inh; G = PglD inh; H = INS-1E GSIS act
Compound: COc1ccc(OC)c(S(=O)(=O)N2CCN(C)CC2)c1
  A: 2; B: -2; C: -9; D: .; E: .; F: -7; G: -1; H: .
Compound: Cc1nnc(SCCn2c(N3CCCCCC3)nc3c2c(=O)[nH]c(=O)n3C)s1
  A: 15; B: -1; C: -1; D: .; E: 15; F: -5; G: 3; H: -5
Compound: O=C(Nc1ccc(C(F)(F)F)cc1)C1=NN(C2CCS(=O)(=O)C2)C(=O)CC1 (stereo not given)
  A: 1; B: -2; C: 8; D: 3; E: -13; F: -14; G: 2; H: -1
Compound: COc1ccc(S(=O)(=O)N2C[C@H](O)COC[C@H]3O[C@@H](CC(=O)N(C)C)CC[C@@H]32)cc1
  A: 0; B: 2; C: -12; D: -5; E: 0; F: -1; G: -3; H: 8
Compound: CCn1c(CNc2ccc(Cl)cc2)nnc1SCC(=O)OC1CCCCC1
  A: 5; B: -6; C: .; D: .; E: .; F: -6; G: -5; H: .
Compound: COCCNC(=O)c1cn(CCOC)c(=O)c2c1c1ccccc1n2C
  A: -5; B: 9; C: 0; D: 16; E: -4; F: -7; G: 1; H: 0
Compound: C[C@@H]1CCCCO[C@H](CN(C)C(=O)CCC(F)(F)F)[C@H](C)CN([C@H](C)CO)C(=O)c2cc(NC(=O)Cc3ccccc3)ccc2O1
  A: -7; B: -1; C: .; D: 3; E: 6; F: -10; G: 5; H: -17
Compound: Cc1nn(-c2ccccc2)c(Cl)c1C(=O)N(C)CC(=O)Nc1cccc(F)c1
  A: .; B: .; C: .; D: -20; E: 23; F: -7; G: .; H: -6
Compound: O=C(Nc1ccc2c(c1)C(=O)OC2)Nc1cccc2ccccc12
  A: .; B: -4; C: .; D: -2; E: 14; F: -4; G: .; H: -8
Compound: COc1cccc(NC(=O)N(C)C[C@H]2Oc3cc(C#Cc4ccc(F)cc4)ccc3S(=O)(=O)N([C@@H](C)CO)C[C@@H]2C)c1
  A: 1; B: 10; C: -13; D: -4; E: .; F: -4; G: 4; H: -5
Compound: CCOC(=O)C1(CCOc2ccccc2)CCN(Cc2ccc(C(=O)OC)cc2)CC1
  A: -1; B: -11; C: 1; D: 6; E: -7; F: -2; G: 3; H: -34

(further entries)
Letters – A = Cneo AK release; B = PGC1a acetyl inh; C = C2C12 statin; D = LGR2 inh; E = PAX8 reporter; F = ARNT-TACC3 inh; G = PglD inh; H = INS-1E GSIS act
Compound: COCC#Cc1cnc2c(c1)C(=O)N([C@@H](C)CO)C[C@H](C)[C@H](CN(C)C(=O)Nc1c(C)noc1C)O2
  A: -1; B: -6; C: 6; D: 23; E: .; F: -2; G: -4; H: 1
Compound: CCN(c1ccccc1)S(=O)(=O)c1ccc2[nH]c(=O)[nH]c2c1
  A: .; B: 7; C: .; D: -10; E: 2; F: -3; G: .; H: 2
Compound: COc1cc(/C=N/Nc2nc(C)cc(C)n2)cc(OC)c1OC
  A: -4; B: -9; C: 1; D: 4; E: 4; F: -3; G: -7; H: 0
Compound: C=CCn1c(SCC(=O)Nc2ccc(-c3nc4ccc(C)cc4s3)cc2)nnc1-c1ccccc1
  A: -6; B: 9; C: 32; D: -25; E: .; F: -3; G: -2; H: 122*
Compound: C[C@@H]1CCCCO[C@H](CN(C)S(=O)(=O)c2ccccc2)[C@H](C)CN([C@@H](C)CO)C(=O)c2cc(NC(=O)CCCN(C)C)ccc2O1
  A: 0; B: 3; C: .; D: 1; E: -10; F: 0; G: 2; H: 22
Compound: CN(C)C(=O)C[C@@H]1CC[C@H](NC(=O)C2CC2)[C@@H](CO)O1
  A: 2; B: -2; C: 1; D: .; E: .; F: -9; G: 8; H: .
Compound: CC(C)(C)OCC(NC(=O)C(CC(N)=O)NC(=O)OC(C)(C)C)C(=O)OC(C)(C)C (stereo not given)
  A: 2; B: 13; C: 6; D: .; E: .; F: 4; G: 1; H: .
Compound: COc1cccc(S(=O)(=O)Nc2ccc3c(c2)[C@H]2C[C@@H](CC(=O)NCc4ccc(Cl)cc4)O[C@H](CO)[C@H]2O3)c1
  A: -1; B: -4; C: -1; D: -3; E: 63*; F: -3; G: -2; H: -17
Compound: C[C@H](CO)N1C[C@H](C)[C@@H](CN(C)S(C)(=O)=O)Oc2ccc(NC(=O)Nc3ccccc3)cc2CC1=O
  A: 0; B: -2; C: 14; D: -3; E: -7; F: -3; G: 4; H: 17
Compound: O=C(COC(=O)c1cc(-c2cccs2)nn1-c1ccccc1)Nc1ccc(Cl)c([N+](=O)[O-])c1
  A: .; B: -5; C: .; D: -5; E: -8; F: -8; G: -5; H: -11
Compound: COCCCn1c(SCC(=O)Nc2oc(C)c3c(C)n[nH]c(=O)c23)nc2sc3c(c2c1=O)CCC3
  A: 0; B: 16; C: 8; D: -23; E: 5; F: .; G: 3; H: 11

Compounds as they come; overall some 2.9% were active at least once.
